Kir21 inh – Kir2.1 (mouse) channel inhibition | P35561 | HEK293-Kir2.1, FluxOR thallium flux fluorescence; hits give low values | B-score at 10 µM | 0.85% of 310,000 active | AID 1672;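 active = fluorescence ratio B-score at or below minus 3 SD of library scores, with starting-brightness B-score within 2 SD, cut at about -4.2 in these data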;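 also: channel flux triggered by added potassium and thallium sulfate stimulus; B-score of peak minus minimum fluorescence over baseline after thallium stimulus; more negative B-score means stronger Kir2.1 block with less thallium influx; some compounds called inactive have numbers as strong as hits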
Target sequence (P35561 whole entry, looked up): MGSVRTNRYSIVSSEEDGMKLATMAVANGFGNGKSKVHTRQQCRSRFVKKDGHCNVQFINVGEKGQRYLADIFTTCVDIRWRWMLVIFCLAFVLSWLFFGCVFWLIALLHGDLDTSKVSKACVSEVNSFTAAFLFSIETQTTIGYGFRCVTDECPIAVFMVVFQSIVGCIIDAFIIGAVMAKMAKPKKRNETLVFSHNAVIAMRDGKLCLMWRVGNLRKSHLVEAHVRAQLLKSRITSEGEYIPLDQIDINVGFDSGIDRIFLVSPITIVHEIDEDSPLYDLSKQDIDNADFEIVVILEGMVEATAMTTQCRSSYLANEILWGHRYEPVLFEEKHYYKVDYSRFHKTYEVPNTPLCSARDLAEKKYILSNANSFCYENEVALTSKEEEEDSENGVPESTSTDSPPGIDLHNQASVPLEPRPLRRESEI
STK33 kinase inh – blocks human STK33 kinase activity | purified STK33, MBP phosphorylation, ADP-Glo luminescence | 0.073% of 320,000 active | AID 2661 | Q9BYT3 | inhibition, % at 10 µM;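 active = inhibition at or above 25%, using the most active replicate where run in duplicate; inactive = inhibition below 25%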
Target sequence (Q9BYT3 whole entry, looked up): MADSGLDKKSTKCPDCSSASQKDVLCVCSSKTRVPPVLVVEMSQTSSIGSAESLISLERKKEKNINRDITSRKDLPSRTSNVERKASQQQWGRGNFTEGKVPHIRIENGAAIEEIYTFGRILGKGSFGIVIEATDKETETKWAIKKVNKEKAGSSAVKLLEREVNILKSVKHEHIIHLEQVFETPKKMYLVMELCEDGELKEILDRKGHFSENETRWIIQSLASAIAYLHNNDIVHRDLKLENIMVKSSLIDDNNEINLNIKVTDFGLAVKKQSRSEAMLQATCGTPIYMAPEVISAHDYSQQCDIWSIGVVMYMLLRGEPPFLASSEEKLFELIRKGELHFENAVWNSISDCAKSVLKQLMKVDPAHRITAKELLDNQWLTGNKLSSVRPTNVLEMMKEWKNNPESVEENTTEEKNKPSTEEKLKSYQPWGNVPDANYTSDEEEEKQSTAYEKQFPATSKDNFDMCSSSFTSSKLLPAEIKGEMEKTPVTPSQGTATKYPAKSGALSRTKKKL
Starred values were filed as active, the others as inactive; . = no result given.

mol | Kir21 inh | STK33 kinase inh
COc1ccccc1N(C)S(=O)(=O)c1ccc(C(=O)N2CCCc3ccccc32)cc1 | 0.16 | 0.6
Cc1ccccc1C(=O)N/N=C/c1cccc2ccccc12 | 0.52 | -0.2
CCCCN(C(=O)CSc1nnnn1-c1ccccc1OC)C1CCS(=O)(=O)C1 (stereo not given) | 0.13 | -0.8
Cn1c(CSCc2ccc(F)cc2)n[nH]c1=S | -0.57 | -1.9
N#C/C(=C(/O)CSc1ccccn1)c1nc2ccccc2s1 | -0.19 | 0.2
O=C(/C=C/c1ccc(F)cc1)N1CCCc2ccccc21 | 1.2 | 1.4
NC(=O)c1ccc(NC(=O)COc2cccc3c2CCNC3=O)cc1 | 2.8 | .
CN(CC(=O)NCCc1ccc(S(N)(=O)=O)cc1)CC(=O)Nc1ccc(Cl)cc1 | . | 0.2
Cc1nc(CN2CCN(Cc3nc(C(c4ccccc4)c4ccccc4)no3)CC2)cs1 | -0.16 | 0.1
O=C(NCC(c1cccnc1)N1CCOCC1)C1CCCCC1 (stereo not given) | 0.97 | .
COc1ccc(C(=O)OCC(=O)Nc2c(C)cccc2C)cc1 | -0.01 | -2.0
COc1ccc(C(=O)Oc2c(OC)cc(C(=S)N3CCOCC3)cc2OC)cc1 | 2.1 | -2.4
Cc1nn(C)c(Cl)c1C(=O)NCC(=O)NCc1ccccc1 | 0.5 | -1.3
C=CCNC(=S)Nc1ccc(N(C)C)cc1 | 1.1 | -1.2
CCOc1ccc(NC(=O)c2ccc(NS(=O)(=O)c3cccs3)cc2)cc1 | 1.3 | -0.2
CC1(C)Cc2c(sc3c2C2=NCCN2C=N3)CO1 | 0 | 1.1
O=S(=O)(C/C(=C/CO)S(=O)(=O)c1ccccc1)c1ccccc1 | -2.3 | 2.3
CCOc1ccc(CNC(=O)CCS(=O)(=O)c2ccc3c(c2)oc(=O)n3C)cc1 | -0.74 | -1.4
O=C(CSCc1ccc(Br)cc1)Nc1ccc(S(=O)(=O)N2CCOCC2)cc1 | -0.06 | -1.9
Cc1ccc(NC(=O)COC(=O)CNC(=O)c2cccc([N+](=O)[O-])c2)cc1S(=O)(=O)N1CCCCCC1 | 0.01 | -2.4
N#C/C(=C\c1ccc2c(c1)OCCO2)C(=O)Nc1ccc(C(=O)O)cc1 | -0.11 | -5.4
CN(CC1COc2ccccc2O1)C(=O)c1cccc(S(=O)(=O)N2CCCC2)c1 (stereo not given) | . | -0.9
O=C(c1ccc2c(c1)N(Cc1ccccc1F)C(=O)c1ccccc1S2(=O)=O)N1CCCC1 | 0.6 | 0.2
COc1ccc(Cl)cc1NC(=O)Nc1ccccc1SC | 0 | -1.7
COCCCn1c(=O)c2sccc2n(Cc2cc(C(=O)OC)ccc2OC)c1=O | 0.05 | -0.3
Cc1ccc(Cn2ccc(=O)c(OCc3c(Cl)cccc3Cl)c2C)cc1 | 0.93 | -0.8
COc1ccc(S(=O)(=O)N2CCN(C(=O)CCSc3ccccc3)CC2)cc1 | . | -0.5
CCOCc1cn(CC(=O)c2ccc([N+](=O)[O-])cc2)c(C)nc1=N | 3.1 | 2.1
O=C(Nc1ccc2c(c1)OCCO2)N1CCN(Cc2ccccc2)CC1 | -0.05 | -0.2
O=C(Nc1ccc2c(c1)OCCO2)c1ccccc1 | 0.67 | 2.0
CC1(C(=O)NCCCNc2ncc(C(F)(F)F)cc2Cl)C=CCN1C(=O)c1ccccc1 (stereo not given) | -1 | -0.8
Cc1nc(Nc2ccc(C(=O)O)cc2)sc1-c1ccccc1 | 0.24 | 0.1
COc1ccc(N2CCN(C(=O)CN3C(=O)NC(c4ccc(OC)cc4)(c4ccc(OC)cc4)C3=O)CC2)cc1 | 0.47 | -3.1
O=C(COC(=O)c1ccc(C(F)(F)F)cc1)Nc1cccc(S(=O)(=O)NC2=NCCCCC2)c1 | . | 0.2
Cc1cc(C)c(C#N)c(SCc2ccccc2F)n1 | -2.7 | -1.2
CCOc1cccc(CNc2nnnn2C)c1 | 0.18 | -0.6
Cn1cc(CN2CCC(C(O)c3cccs3)CC2)c(-c2ccccc2F)n1 (stereo not given) | -0.89 | .
Cc1c(NC(=O)C(C)SC(=S)N2CCCC2)c(=O)n(-c2ccccc2)n1C (stereo not given) | . | 0.1
COc1ccc2oc(C(=O)NCc3cc(OC)c(OC)cc3OC)c(C)c2c1 | 1.3 | 0.4
O=C(O)c1cnn2c(-c3ccc(F)cc3)ccnc12 | -0.29 | -1.0
CCC(C)(C)NC(=O)C(C)OC(=O)c1nsc(Cl)c1Cl (stereo not given) | 0.97 | -1.2
O=C(C1CCCN(S(=O)(=O)c2cnc[nH]2)C1)N(CCc1ccccc1)Cc1ccccc1 (stereo not given) | -1.1 | 0.1
CCOc1ccc(S(=O)(=O)N2CCN(S(=O)(=O)c3ccc(C(C)=O)cc3)CC2)cc1 | 1.8 | -0.4
CCOC(=O)c1cc(-c2ccccc2)sc1NC(=S)Nc1cccc(C)n1 | 2.4 | -3.2
COc1ccc(S(=O)(=O)N(C)c2ccc(OC(=O)C(C)Oc3ccc(F)cc3)cc2)cc1 (stereo not given) | 1.7 | -1.1
CSCCC(NC(=O)COc1ccccc1)C(=O)N1CCC(C(N)=O)CC1 (stereo not given) | . | -0.6
CNc1nc(SCc2ccccc2Cl)nc2c1CCCC2 | 3.5 | -1.5
COc1ccc(C(=O)NC2CCN(C(=S)NCc3ccco3)CC2)cc1 | -0.31 | 0.5
O=C(c1[nH]ncc1[N+](=O)[O-])N1CCOCC1 | 1.6 | -0.4
COc1ccc(CNC(=O)CCCn2nc(C)c([N+](=O)[O-])c2C)cc1 | -0.83 | 0.3
COc1cc(/C=N/NC(=O)C(=O)Nc2ccccn2)ccc1O | 0 | -1.4
Cc1ccccc1NC(=O)COc1coc(CN2CCN(c3ccccc3)CC2)cc1=O | -0.29 | .
CC1(C)CC(=O)C2=C(C1)Nc1ccccc1NC2c1cccs1 (stereo not given) | 0 | -2.1
COc1ccc(O)c(/C=N/NC(=O)CN2CCS(=O)(=O)CC2)c1 | 0.85 | -0.5
CCCCOc1ccc(/C(O)=C(\C#N)c2nc3ccccc3[nH]2)cc1 | -1.1 | 1.1
CC(C)(C)NC(=O)c1ccc2c3c(cccc13)CC2 | 1.3 | 14
Oc1ccccc1/C=N/N1CCN(c2ccccn2)CC1 | -0.83 | 0.3
Cc1ccc(Nc2nc(N3CCOCC3)c3ccccc3n2)cc1 | -0.02 | -0.8
Cc1cccc(C)c1NC(=O)C1(N(Cc2ccco2)C(=O)Cn2nnnc2N)CCCCC1 | 1.5 | -0.8
Cc1nn(Cc2ccc(Cl)cc2Cl)c(C)c1NC(=O)c1sc2ccccc2c1Cl | -0.11 | -3.1

Two compounds picked at random from those above:
mol | Kir21 inh | STK33 kinase inh
Cc1cccc(C)c1NC(=O)C1(N(Cc2ccco2)C(=O)Cn2nnnc2N)CCCCC1 | 1.5 | -0.8
Cc1ccccc1NC(=O)COc1coc(CN2CCN(c3ccccc3)CC2)cc1=O | -0.29 | .

Continued.
mol | Kir21 inh | STK33 kinase inh
CC(C)(C)C(=O)NC(=S)Nc1cc(C(=O)O)ccc1Cl | 4.1e-16 | -2.1
CCC(C)(C)C1CCC(=NNC(=O)c2ccc(Br)o2)CC1 (stereo not given) | 0.27 | -0.7
Cc1cc(-c2nn3c(-c4ccccc4)nnc3s2)c2ccccc2n1 | -0.33 | 0.4
O=C(c1cncc(Br)c1)N1CCN(c2ccc(N3CCOCC3)nn2)CC1 | 0.34 | -0.2
Cc1ccc(NC(=O)CN(C)C(=O)CSc2nnc(C)s2)cc1 | . | -1.1
Cc1ccc(C(=O)OCC(=O)NCc2ccc(F)cc2)o1 | . | -0.6
Cc1nc(SC(C)C(=O)NC2CCCCC2C)c2c(C)c(C)sc2n1 (stereo not given) | 0.77 | -0.5
Cc1ccc(N2C(=O)N(CC(=O)N3CCCc4ccccc43)C(=O)C2C)cc1 (stereo not given) | 0.47 | -0.2
CC1SCC(NC(=O)c2ccccc2Cl)CS1 (stereo not given) | -0.47 | -0.9
Cc1cc(C)c2cc(CNC3CCCC3)c(Cl)nc2c1 | 0.04 | -3.6
Cn1cnnc1-c1cccc(NC(=O)c2cc(F)c(F)cc2Cl)c1 | -0.03 | -0.3
COC(=O)CNC(=O)C(Cc1c[nH]c2ccccc12)NC(=O)Oc1ccccc1 (stereo not given) | -3.5 | -2.3
CC(C)[C@H](NC(=O)c1ccccc1F)C(=O)NNC(=O)c1cccs1 | . | -2.2
COc1ccc(-c2oc(=O)c3cc(OC)c(OC)cc3c2-c2cc(F)cc(OC)c2)cc1 | . | -0.2
COc1ccc(/C=N/Nc2cn[nH]c(=O)c2Cl)cc1 | 0.68 | 1.5

Next part.
canonical_smiles | Kir21 inh | STK33 kinase inh
CCN1CCN(CC(=O)c2c[nH]c3ccc(C)cc23)CC1 | 1.5 | 1.7
O=C(O)c1ccccc1OC(C(=O)Nc1cc(Cl)cc(Cl)c1)c1ccccc1 (stereo not given) | 1.1 | -0.7
CCCCN(CCCNC(=O)C1CCN(S(=O)(=O)N2CCOCC2)CC1)c1ccccc1 | -1.4 | -0.2
CCCNC(=O)c1ccc(-c2nc3ccccc3s2)s1 | 1.3 | 0.6
CC(C)C(NC(=O)c1ccccc1Cl)C(=O)OCc1nc2scc(-c3ccccc3Cl)c2c(=O)[nH]1 (stereo not given) | 0.48 | 0.1
O=C(Cc1ccccc1)NC1(Cc2ccc(O)cc2)CCCCC1 | -1.1 | -1.4
CCCn1c(=S)[nH]c2cc(C(=O)NCC3CCCO3)ccc2c1=O (stereo not given) | 0.28 | -1.6
N/C(=N\OC(=O)COc1ccc(Cl)cc1)c1ccc(Cl)cc1 | -1.2 | -0.9
CCCN(CC(=O)Nc1ccccc1OC)C(=O)c1ccc(S(=O)(=O)NCc2ccco2)cc1 | . | -1.7
CCCN(CCC)CCCNC(=O)c1cc2cc3ccc(Cl)cc3nc2o1 | 0.69 | 2.5
COc1ccc(CCC(C)NCc2cc(OC)cc(OC)c2)cc1 (stereo not given) | -3.9 | -2.9
COc1ccc(OCCCC(=O)OCC(=O)NNC(=O)c2ccc([N+](=O)[O-])cc2)cc1 | 0.24 | .
Cc1ccc(S(=O)(=O)CC(=O)NCc2ccccc2)cc1 | -1.4 | -1.9
C[C@@H](C(=O)N1CCNCC1)n1cc(CCC(=O)O)nn1 | 1 | 0.1
O=C(/C=C/c1ccc2c(c1)OCO2)NCc1ccco1 | -0.88 | 1.8

7 entries out of the list, sorted by length of the SMILES, rising.
canonical_smiles | Kir21 inh | STK33 kinase inh
C=CCNC(=S)Nc1ccc(N(C)C)cc1 | 1.1 | -1.2
Cc1cc(C)c(C#N)c(SCc2ccccc2F)n1 | -2.7 | -1.2
Cc1ccccc1C(=O)N/N=C/c1cccc2ccccc12 | 0.52 | -0.2
O=C(/C=C/c1ccc(F)cc1)N1CCCc2ccccc21 | 1.2 | 1.4
COc1ccc(O)c(/C=N/NC(=O)CN2CCS(=O)(=O)CC2)c1 | 0.85 | -0.5
Cc1c(NC(=O)C(C)SC(=S)N2CCCC2)c(=O)n(-c2ccccc2)n1C (stereo not given) | . | 0.1
CC(C)C(NC(=O)c1ccccc1Cl)C(=O)OCc1nc2scc(-c3ccccc3Cl)c2c(=O)[nH]1 (stereo not given) | 0.48 | 0.1

Other results follow:
canonical_smiles | Kir21 inh | STK33 kinase inh
Cc1ccc(C(=O)OCC(=O)NCc2ccc3c(c2)OCO3)cc1S(=O)(=O)N1CCOCC1 | . | -1.5
C[C@H](CO)N1C[C@H](C)[C@@H](CN(C)Cc2ccncc2)Oc2c(NC(=O)CCCCCC(=O)Nc3ccccc3N)cccc2C1=O | . | 0.5
CCCCC(CC)C(=O)Nc1cc(=O)[nH]c2nc3ccccc3n12 (stereo not given) | -1.4 | -1.5
COc1ccc(CNC(=O)c2ccc(Cn3cc(Br)cn3)o2)cc1 | -0.22 | -0.4
COc1ccccc1-c1nnc(NC(=O)C(C)Sc2nncn2C)s1 (stereo not given) | -1.2 | -2.6
O=C(CSc1ccc(F)cc1)NC(=O)NCc1ccccc1 | -1 | -0.1
CCN(CC)C(=O)C1CC(=O)N(c2ccc(OC)cc2)C1c1ccc(OC)cc1 (stereo not given) | 0.73 | 1.0
O=C(COc1ccc2c3c(c(=O)oc2c1)CCC3)NCCCN1CCCC1=O | -0.41 | -3.1
O=C(COc1ccc(S(=O)(=O)N2CCCC2)cc1)NCC1CCCO1 (stereo not given) | -1.4 | -0.1
COc1cccc(C(=O)Nc2cc3c(cc2Cl)OCCCO3)c1 | 0.68 | 1.1
CCOc1ccc(S(=O)(=O)Nc2cccc(C(=O)N(C)Cc3cccc(OC)c3OC)c2)cc1 | 2.6 | -1.7
COCCNC(=O)CN(C(=O)CCC(=O)Nc1nccs1)c1ccccc1OC | 0.07 | 0.4
OC(c1cccs1)c1nccc2ccccc12 (stereo not given) | -0.4 | 2.4
Cc1cc(C(=O)NNC(=O)CN2C(=O)NC(C)(c3ccccc3)C2=O)c(C)o1 (stereo not given) | 0.66 | 0.2
O=C(CCCn1c(=S)[nH]c2ccccc2c1=O)NCc1ccco1 | 0.26 | -0.3
O=C(NCCc1ccccc1)C1CCCN1S(=O)(=O)c1ccc(F)cc1 (stereo not given) | 0.87 | -1.5
O=C(CN1CCN(c2ccc(F)cc2)CC1)Nc1nnc(-c2ccccc2)s1 | 0.73 | 0.4
CC(C)OP(=O)(OC(C)C)C(O)c1ccc(N(C)C)cc1 (stereo not given) | -0.59 | -1.1
O=C1c2oc3ccc(Cl)cc3c(=O)c2C(c2ccccn2)N1CCCN1CCOCC1 (stereo not given) | -1.2 | -1.5
COC(=O)c1cccc(NC(=S)Nc2ccc(Cl)c(Cl)c2)c1 | 0.07 | -1.8
Cc1nnc(SCC(=O)c2ccccc2F)n1Cc1ccccc1 | -1.2 | 0.0
Nc1ccccc1Nc1ccncc1[N+](=O)[O-] | 0.8 | 0.5
[O-]/C(=C(\C(=S)Nc1ccccc1F)[n+]1ccccc1)c1ccc(OC(F)F)cc1 | 0.79 | 1.6
c1ccc(Oc2cnc3ccccc3n2)cc1 | -0.07 | -4.4
COC(=O)CSc1nc2sc3c(c2c(=O)[nH]1)CCC3 | 1.2 | -1.4
Nc1ccc(Oc2ncccn2)cc1 | 0.79 | 0.7

From PubChem BioAssay
